BioA inh – BioA (M. tuberculosis) enzyme inhibition; purified M. tuberculosis BioA enzyme, plate reader; inhibition, % at 9.99 µM; 360,000 compounds, 0.096% hits; AID 602481; in the data active means inhibition above about 40%
The depositor's hits bear a star.

SMILES	BioA inh
C[C@H]1CN([C@@H](C)CO)C(=O)Cc2cc(NC(=O)Cc3cn(C)c4ccccc34)ccc2O[C@@H]1CN(C)Cc1ccc(Cl)c(Cl)c1	-6.8
C[C@H]1CN([C@@H](C)CO)C(=O)c2cc(-c3cccc(F)c3)cnc2O[C@H]1CN(C)C(=O)C1CCC1	4.1
CO[C@@H]1CN(C)C(=O)c2cc(NC(=O)Cc3ccccc3)ccc2OC[C@H](C)NC[C@H]1C	-0.8
C[C@H]1CN([C@@H](C)CO)C(=O)c2cccc(NC(=O)NC3CCCCC3)c2O[C@H]1CN(C)Cc1ccc(C(F)(F)F)cc1	2.2
COCC(=O)N(C)C[C@@H]1Oc2cc(C#CCC(C)C)ccc2S(=O)(=O)N([C@@H](C)CO)C[C@@H]1C	0.8
Cc1noc(C)c1S(=O)(=O)Nc1ccc2c(c1)C(=O)N([C@@H](C)CO)C[C@@H](C)[C@H](CN(C)Cc1ccc(C(=O)O)cc1)OCCCC[C@@H](C)O2	-5.0
C[C@@H]1CN([C@H](C)CO)C(=O)c2cc(NC(=O)NC3CCCCC3)ccc2O[C@@H]1CN(C)C	-0.8
C[C@H](NC(=O)C[C@H]1C[C@@H]2c3cc(NS(=O)(=O)c4ccc(F)cc4)ccc3O[C@@H]2[C@H](CO)O1)c1ccccc1	-0.6
CCC(=O)Nc1ccc2c(c1)OC[C@H](C)N(C(=O)Cc1ccccn1)C[C@@H](C)[C@@H](OC)CN(C)C2=O	0.2
CC(C)NC(=O)N1C[C@H]2[C@@H](c3ccccc31)[C@@H](CO)N2C(=O)NC(C)C	0.5
COC(=O)[C@H]1[C@H](CO)[C@H]2Cn3c(ccc(/C=C/c4ccccc4)c3=O)[C@H]2N1C(=O)c1cnccn1	-1.4
CC(C)NC(=O)N(C)C[C@@H]1Oc2cc(C3=CCCC3)ccc2S(=O)(=O)N([C@@H](C)CO)C[C@H]1C	2.4
CN(C)C(=O)C[C@@H]1CC[C@H]2[C@@H](COC[C@@H](O)CN2C(=O)C2CC2)O1	0.8
C[C@H]1CN([C@@H](C)CO)C(=O)Cc2cc(NC(=O)C3CC3)ccc2O[C@@H]1CN(C)S(C)(=O)=O	13
C[C@H]1CN([C@@H](C)CO)C(=O)c2cccc(NC(=O)C3CC3)c2O[C@H]1CN(C)C(=O)Nc1ccccc1	-2.1
CCC(=O)Nc1ccc2c(c1)C(=O)N(C)[C@@H]1CC[C@H](CC(=O)Nc3cccc(OC)c3)O[C@@H]1CO2	-0.5
Cc1ccc(S(=O)(=O)Nc2cccc3c2O[C@@H](CN(C)Cc2ccc4c(c2)OCO4)[C@@H](C)CN([C@@H](C)CO)C3=O)cc1	0.9
COc1ccccc1-c1ccc2c(c1)O[C@@H](CN(C)C(C)=O)[C@H](C)CN([C@@H](C)CO)S2(=O)=O	0.9
CO[C@@H](CN(C)S(=O)(=O)c1ccc(F)cc1)[C@H](C)CN(C(=O)Nc1ccccc1F)[C@H](C)CO	-1.4
CC(=O)N(C)C[C@H]1Oc2cc(C#Cc3cccc(F)c3)ccc2S(=O)(=O)N([C@H](C)CO)C[C@H]1C	5.7
O=C(Nc1cc(F)ccc1F)N1CCCCN2[C@@H](CO)[C@H](c3ccc(-c4ccncc4)cc3)[C@@H]2C1	1.8
C[C@H]1CCCCO[C@H](CN(C)S(=O)(=O)c2cccs2)[C@@H](C)CN([C@@H](C)CO)C(=O)c2cc(NC(=O)Cc3ccccc3)ccc2O1	-1.2
COc1ccc(NC(=O)N(C)C[C@@H]2Oc3cc(-c4ccncc4)ccc3S(=O)(=O)N([C@H](C)CO)C[C@@H]2C)cc1	0.1
C[C@H](CO)N1C[C@H](C)[C@H](CN(C)Cc2ccc3c(c2)OCO3)Oc2ccc(NC(=O)Cc3cn(C)c4ccccc34)cc2CC1=O	-1.0
Cc1ccc(S(=O)(=O)Nc2ccc3c(c2)C(=O)N([C@H](C)CO)C[C@H](C)[C@H](CN(C)Cc2ccc(C(=O)O)cc2)OCCCC[C@@H](C)O3)cc1	-2.4
CNC[C@H]1Oc2ccc(NC(=O)Nc3ccc(F)cc3)cc2C(=O)N([C@H](C)CO)C[C@H]1C	-2.9
C[C@@H]1CN([C@H](C)CO)C(=O)c2cc(NC(=O)Nc3ccc4c(c3)OCO4)ccc2O[C@@H]1CN(C)Cc1ccc(C(=O)Nc2ccccc2N)cc1	0.0
CNC[C@H]1Oc2ccc(NC(=O)C3CCCCC3)cc2C(=O)N([C@@H](C)CO)C[C@@H]1C	-0.9
C[C@@H]1CCCCO[C@@H](CN(C)C(=O)c2ccccc2)[C@H](C)CN([C@@H](C)CO)C(=O)c2cc(NS(=O)(=O)c3ccccc3)ccc2O1	-2.5
O=C(C[C@@H]1CC[C@H]2[C@@H](COC[C@@H](O)CN2S(=O)(=O)c2cccc(F)c2)O1)NCc1ccncn1	-1.7

Next section, starting with the last 7 of the part before.
SMILES	BioA inh
C[C@H](CO)N1C[C@H](C)[C@H](CN(C)Cc2ccc3c(c2)OCO3)Oc2ccc(NC(=O)Cc3cn(C)c4ccccc34)cc2CC1=O	-1.0
Cc1ccc(S(=O)(=O)Nc2ccc3c(c2)C(=O)N([C@H](C)CO)C[C@H](C)[C@H](CN(C)Cc2ccc(C(=O)O)cc2)OCCCC[C@@H](C)O3)cc1	-2.4
CNC[C@H]1Oc2ccc(NC(=O)Nc3ccc(F)cc3)cc2C(=O)N([C@H](C)CO)C[C@H]1C	-2.9
C[C@@H]1CN([C@H](C)CO)C(=O)c2cc(NC(=O)Nc3ccc4c(c3)OCO4)ccc2O[C@@H]1CN(C)Cc1ccc(C(=O)Nc2ccccc2N)cc1	0.0
CNC[C@H]1Oc2ccc(NC(=O)C3CCCCC3)cc2C(=O)N([C@@H](C)CO)C[C@@H]1C	-0.9
C[C@@H]1CCCCO[C@@H](CN(C)C(=O)c2ccccc2)[C@H](C)CN([C@@H](C)CO)C(=O)c2cc(NS(=O)(=O)c3ccccc3)ccc2O1	-2.5
O=C(C[C@@H]1CC[C@H]2[C@@H](COC[C@@H](O)CN2S(=O)(=O)c2cccc(F)c2)O1)NCc1ccncn1	-1.7
CC(C)C#Cc1ccc2c(c1)O[C@@H](CN(C)C(=O)C1CCCCC1)[C@@H](C)CN([C@@H](C)CO)S2(=O)=O	2.3
O=C(NCC[C@@H]1CC[C@H](NS(=O)(=O)c2cccc(F)c2)[C@@H](CO)O1)C1CCCC1	-1.6
CCC(=O)Nc1ccc2c(c1)C(=O)N(C)C[C@H](OC)[C@H](C)CN(CCc1ccccc1)[C@H](C)CO2	-0.9
CC=Cc1ccc2n(c1=O)C[C@H]1[C@H](CO)[C@@H](C(=O)NCC)[C@@H]2N1CC1CCOCC1 (mixture of isomers)	-1.9
C[C@@H]1CN([C@H](C)CO)C(=O)c2cc(-c3cncnc3)cnc2O[C@@H]1CN(C)Cc1ccncc1	1.2
C[C@@H](NC(=O)C[C@H]1C[C@@H]2c3cc(NC(=O)c4cccnc4)ccc3O[C@@H]2[C@@H](CO)O1)c1ccccc1	31
C[C@@H]1CCCCO[C@@H](CN(C)C(=O)Nc2ccc(F)cc2)[C@H](C)CN([C@H](C)CO)C(=O)c2cc(NC(=O)Nc3ccc(F)cc3)ccc2O1	-0.7
C[C@H](CO)N1C[C@H](C)[C@@H](CN(C)S(C)(=O)=O)Oc2ccc(NC(=O)C3CC3)cc2CC1=O	2.0
C[C@@H]1CN([C@H](C)CO)C(=O)c2cc(NC(=O)CCCN(C)C)ccc2O[C@H]1CN(C)Cc1ccc(Cl)c(Cl)c1	4.9
COc1cccc(NC(=O)N[C@@H]2C=C[C@@H](CC(=O)NCc3ccncn3)O[C@@H]2CO)c1	-9.7
C[C@H]1CN([C@@H](C)CO)C(=O)c2cc(NC(=O)Cn3cnnn3)ccc2O[C@@H]1CN(C)S(=O)(=O)c1cn(C)cn1	-4.0
C[C@H](CO)N1C[C@H](C)[C@H](CN(C)CC2CC2)OCCCC[C@H](C)Oc2ccc(NS(=O)(=O)c3cn(C)cn3)cc2C1=O	-1.5
C[C@@H]1CN([C@H](C)CO)S(=O)(=O)c2ccc(-c3ccccc3)cc2O[C@@H]1CN(C)Cc1ccccc1	-0.9
CN1CCN(C(=O)C[C@H]2CC[C@H]3[C@@H](COC[C@H](O)CN3CC3CCOCC3)O2)CC1	-0.9
Cc1ccc(S(=O)(=O)Nc2ccc3c(c2)C(=O)N([C@@H](C)CO)C[C@H](C)[C@H](CN(C)C(=O)Nc2ccccc2)O3)cc1	0.6

Grouped by structure: the compounds so far containing a Cl atom
SMILES	BioA inh
C[C@H]1CN([C@@H](C)CO)C(=O)Cc2cc(NC(=O)Cc3cn(C)c4ccccc34)ccc2O[C@@H]1CN(C)Cc1ccc(Cl)c(Cl)c1	-6.8
C[C@@H]1CN([C@H](C)CO)C(=O)c2cc(NC(=O)CCCN(C)C)ccc2O[C@H]1CN(C)Cc1ccc(Cl)c(Cl)c1	4.9

New compounds follow.
SMILES	BioA inh
C[C@H](CO)N1C[C@H](C)[C@@H](CN(C)C(=O)NC2CCCCC2)OCCCC[C@H](C)Oc2ccc(NC(=O)Nc3ccc4c(c3)OCO4)cc2C1=O	0.7
C[C@@H]1CN([C@H](C)CO)C(=O)Cc2cc(NS(=O)(=O)c3ccc(Cl)cc3)ccc2O[C@H]1CN(C)Cc1ccncc1	0.7
C[C@H]1CN([C@@H](C)CO)S(=O)(=O)c2ccc(C#CC3CCCC3)cc2O[C@H]1CN(C)C	-5.3
C[C@H]1CN([C@@H](C)CO)C(=O)CCCn2nncc2CO[C@@H]1CN(C)C(=O)Nc1ccc(-c2cccs2)cc1	-3.3
CO[C@@H]1CN(C)C(=O)c2ccc(NC(=O)NC(C)C)cc2OC[C@H](C)N(C)C[C@@H]1C	0.1
C[C@H]1CN([C@@H](C)CO)S(=O)(=O)c2ccc(C#CC3(O)CCCC3)cc2O[C@H]1CN(C)C(=O)Nc1ccc(F)cc1	1.6
C[C@@H]1CCCCO[C@@H](CN(C)C(=O)Nc2cccc3ccccc23)[C@@H](C)CN([C@@H](C)CO)C(=O)c2cc(NC(=O)Nc3cccc4ccccc34)ccc2O1	-1.5
CCC(=O)Nc1ccc2c(c1)C(=O)N(C)[C@@H]1CC[C@H](CC(=O)NC3CCCC3)O[C@H]1CO2	-2.5
COC(=O)[C@@H]1[C@@H](CO)[C@@H]2Cn3c(ccc(-c4cccc(F)c4)c3=O)[C@H]1N2Cc1ccncc1	0.3
C[C@H]1CN([C@@H](C)CO)C(=O)c2cc(-c3ccncc3)cnc2O[C@@H]1CN(C)C(=O)c1cccc(F)c1	2.1
CCCC#Cc1cnc2c(c1)C(=O)N([C@@H](C)CO)C[C@H](C)[C@@H](CN(C)Cc1ccccc1)O2	6.5
CCNC(=O)C[C@@H]1C=C[C@H](NS(=O)(=O)c2ccc(F)cc2)[C@H](CO)O1	2.1
C[C@@H]1CN([C@H](C)CO)C(=O)Cc2cc(NC(=O)c3ccncc3)ccc2O[C@H]1CN(C)S(=O)(=O)c1ccc(F)cc1	-0.4
Cc1ccc(S(=O)(=O)Nc2cccc3c2O[C@@H](CN(C)C(=O)Nc2ccc(C(F)(F)F)cc2)[C@H](C)CN([C@H](C)CO)C3=O)cc1	-1.2
Cc1noc(C)c1NC(=O)Nc1ccc2c(c1)C(=O)N([C@H](C)CO)C[C@H](C)[C@H](CN(C)Cc1ccncc1)OCCCC[C@@H](C)O2	0.8
Cc1noc(C)c1NC(=O)N[C@@H]1C=C[C@H](CC(=O)Nc2ccccc2)O[C@H]1CO	-2.8
CN(C[C@@H]1[C@@H](c2ccccc2)[C@H](CO)N1C(=O)c1ccccc1)C(=O)C1CCC1	0.4
CC(C)c1cn(CC[C@@H]2CC[C@@H](NC(=O)c3cccc(F)c3)[C@H](CO)O2)nn1	8.3
COCC(=O)Nc1ccc2c(c1)[C@@H]1C[C@H](CC(=O)NCCN3CCCCC3)O[C@@H](CO)[C@@H]1O2	-1.2
O=C(Cc1ccccn1)N1CCCCN2[C@@H](CO)[C@@H](c3ccc(-c4ccccc4)cc3)[C@@H]2C1	2.9
C[C@@H]1CN([C@@H](C)CO)C(=O)c2cccc(NC(=O)c3ccc(-c4nccs4)cc3)c2O[C@H]1CN(C)Cc1ccc(Oc2ccccc2)cc1	-1.3
COc1cccc(-c2ccc3c(c2)O[C@@H](CN(C)Cc2cncnc2)[C@@H](C)CN([C@@H](C)CO)S3(=O)=O)c1	4.9
O=C(C[C@@H]1CC[C@@H]2[C@H](COC[C@@H](O)CN2CCC(F)(F)F)O1)NCc1ccc2c(c1)OCO2	0.2
C[C@@H]1CN([C@H](C)CO)C(=O)c2cc(-c3ccncc3)cnc2O[C@H]1CN(C)S(=O)(=O)c1ccccc1	11
CO[C@H]1CN(C)C(=O)c2cc(C#N)ccc2OCC[C@H]2CC[C@@H](OC)[C@@H](CN(C)C(=O)[C@@H]1C)O2	6.1
COc1ccc(NC(=O)N2C[C@@H](O)COC[C@H]3O[C@H](CC(=O)NCc4ccccc4OC)CC[C@@H]32)cc1	-0.7
C[C@@H]1CCCCO[C@H](CN(C)Cc2ccccc2)[C@H](C)CN([C@@H](C)CO)C(=O)c2cc(NC(=O)c3ccncc3)ccc2O1	-0.1
COc1ccc(S(=O)(=O)Nc2ccc3c(c2)C(=O)N([C@H](C)CO)C[C@H](C)[C@H](CN(C)C(=O)c2ccccc2)OCCCC[C@@H](C)O3)cc1	0.0
O=C(Nc1ccc(F)cc1)N1C[C@@H]2[C@H](c3ccccc31)[C@H](CO)N2C(=O)c1ccncc1	-2.8
C[C@H]1CN([C@@H](C)CO)S(=O)(=O)c2ccc(Br)cc2O[C@@H]1CN(C)C(=O)CC1CC1	-0.7
Cc1noc(C)c1NC(=O)N[C@H]1CC[C@H](CCNC(=O)C2CCCC2)O[C@@H]1CO	-1.5
C[C@@H]1CN([C@H](C)CO)C(=O)c2cc(NC(=O)CCC(F)(F)F)ccc2O[C@@H](C)CCCCO[C@@H]1CN(C)Cc1ccc(C(=O)O)cc1	0.3
C[C@@H]1CN([C@@H](C)CO)C(=O)Cc2cc(NS(=O)(=O)c3cccs3)ccc2O[C@H]1CN(C)C	-3.7
CCCN(C)C[C@@H]1Oc2cc(C#Cc3ccccc3F)ccc2S(=O)(=O)N([C@H](C)CO)C[C@@H]1C	-0.9
N#C[C@H]1[C@@H](c2ccc(C3=CCCCC3)cc2)[C@@H](CO)N1C(=O)CN1CCOCC1	1.4

Assay outcomes from PubChem BioAssay.

Only part of the results is shown (hit frequency here may not be typical).
